Compound activity: PubChem BioAssay, several laboratories
GSK3A inh – blockers of GSK3A enzyme activity – biochemical, luminescence, cell-free homogeneous, HTS, primary screen; Glycogen synthase kinase-3 alpha (Homo sapiens), P49840; GSK-3 alpha kinase, ADP-Glo luminescence, 60 min; inhibition, % at 10 µM; 0.1% of 320,000 active; AID 2650, 2010;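 in the data active = inhibition above about 50%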;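 note: GST-tagged GSK-3 alpha with peptide substrate and 25 µM ATP; 0% = DMSO neutral wells and 100% = GW8510 positive control wells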
Target sequence (P49840 whole entry, looked up): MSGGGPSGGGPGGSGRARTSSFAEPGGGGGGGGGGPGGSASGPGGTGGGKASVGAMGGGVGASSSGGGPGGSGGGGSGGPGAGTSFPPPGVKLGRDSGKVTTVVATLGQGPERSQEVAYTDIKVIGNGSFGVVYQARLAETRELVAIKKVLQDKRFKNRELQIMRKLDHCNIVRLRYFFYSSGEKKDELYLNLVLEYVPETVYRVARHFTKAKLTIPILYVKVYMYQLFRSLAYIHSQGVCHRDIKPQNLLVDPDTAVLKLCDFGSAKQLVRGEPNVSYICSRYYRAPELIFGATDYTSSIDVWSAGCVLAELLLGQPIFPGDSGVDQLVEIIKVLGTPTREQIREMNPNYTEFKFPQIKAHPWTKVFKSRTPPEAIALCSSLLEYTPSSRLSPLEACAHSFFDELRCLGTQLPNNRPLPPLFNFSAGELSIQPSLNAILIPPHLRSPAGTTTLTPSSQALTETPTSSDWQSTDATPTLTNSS
GSK3beta inhib – human GSK3beta kinase inhibitors, primary screen, biochemical, cell-free homogeneous, HTS | Glycogen synthase kinase-3 beta (Homo sapiens), P49841 | GST-GSK3beta kinase, ADP-Glo luminescence, 60 min; stronger effect = lower value | activity score (negative = inhibition), % at 10 µM | 0.038% of 300,000 active | AID 2097, 2009;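 active = more than half of replicate wells score below -50%, meaning over 50% inhibition versus plate controls; inconclusive = some replicates but at most half score below -50%; inactive = no replicate scores below -50%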;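 note: 0% = median DMSO wells and -100% = median GW8510 positive control wells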
Target sequence (P49841 whole entry, looked up): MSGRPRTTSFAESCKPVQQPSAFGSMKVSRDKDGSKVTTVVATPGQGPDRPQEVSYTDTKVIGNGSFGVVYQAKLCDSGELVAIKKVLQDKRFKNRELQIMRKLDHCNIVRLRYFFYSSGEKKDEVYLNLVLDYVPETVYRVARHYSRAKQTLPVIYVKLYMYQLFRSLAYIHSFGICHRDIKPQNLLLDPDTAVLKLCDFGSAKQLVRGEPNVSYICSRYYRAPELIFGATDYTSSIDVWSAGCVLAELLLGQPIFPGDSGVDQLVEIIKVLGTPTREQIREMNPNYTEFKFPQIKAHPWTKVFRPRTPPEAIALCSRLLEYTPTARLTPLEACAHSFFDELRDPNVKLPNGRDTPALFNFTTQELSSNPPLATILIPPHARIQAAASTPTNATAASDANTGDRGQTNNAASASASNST
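Test system: GST-fused GSK3beta enzyme, cell-free | Quantity: 1.6 ng GST-GSK3beta enzyme per well | Reagent: 25 µM ATP with peptide substrate | Schedule: 60 min enzyme reaction, room temperature | Signal: Luminescent ADP-Glo measurement of ADP formed | Read-out basis: Score relative to plate controls | Control set: DMSO and 20 µM GW8510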
Platelet DG rel – inhibitors of platelet dense granule secretion, primary screen, cell-based, MLPCN, human platelets. inhibition, %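 (compounds screened at 7.5 µM in platelet-rich plasma)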. AID 1663, 2009. human platelet-rich plasma, SFLLRN dense granule ATP release, luminescence. 0.22% of 300,000 active;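 active = mean replicate score, as percent of positive control, at or above 50; inconclusive = mean below 50 but at least one replicate at or above 50; inactive = mean and every replicate below 50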
HSF1 inhib – HSF1 inhibitors in luciferase reporter cells, primary screen, cell-based, NIH3T3, luminescence; activity change, negative = inhibition, % at 7.5 µM (by protocol); 0.77% of 300,000 active; NIH3T3-HGL HSE-luciferase, MG132-induced, luminescence 8 h; stronger effect = lower value; AID 2098, 2009;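 active = more than half of replicate wells show activity change below -50%, luminescence cut by over half; inconclusive = some wells, but at most half, below -50%; inactive = no replicate well below -50%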;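 note: luciferase reports HSF-1 transcriptional activity via heat shock element; 0% = median of DMSO wells and -100% = zero luminescence signal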
KLF5 inhibitor – KLF5 expression inhibitors, primary screen, DLD-1 cells, luminescence | DLD-1 KLF5 promoter-luciferase reporter | inhibition, % at 5 µM | 0.23% of 290,000 active;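 active = inhibition above a per-plate limit of that plate's mean compound inhibition plus 3 SD, cut at about 60% in these data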;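 note: 0% = DMSO wells and 100% = LY294002 at 200 µM; higher means less KLF5 promoter-driven luciferase light; inactives centre near -14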
aSyn UTR inh – MLPCN primary screen, SNCA 5' untranslated region. alpha-synuclein 5'UTR reporter, inhibitor activity. inhibition, % (tested at 7.5 µM). 0.82% of 300,000 active; in the data active = inhibition above about 60%; inconclusive = no clear call, values can overlap the other calls;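 note: H4 neuroglioblastoma cells stably carrying SNCA 5'UTR luciferase fusion; 0% = DMSO wells and 100% = positive control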
HSF-1 act – HSF-1 activators, primary screen, NIH3T3-HGL cells, MG132 stress, luminescence, single point; 1.7% of 300,000 active; activation, % at 9 µM; NIH3T3-HGL HSF-1 luciferase reporter, 8 h; 100% = twice DMSO control signal;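 active = mean replicate activation of at least 50% with a set share of replicates each reaching 50%; inconclusive = only one of those two conditions met; inactive = mean below 50% and too few replicates reaching it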;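 note: 0% = median of the neutral control wells and 100% = twice that signal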
HSP90 inh – HSP90 inhibitors, primary screen, cell lysate, luminescence; inhibition, % at 5.6 µM; Rabbit reticulocyte lysate, luciferase refolding luminescence, 3 h; Heat shock protein HSP 90 (rabbit reticulocyte lysate; luciferase refolding); 0.91% of 290,000 active;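 active = inhibition above the screen-wide mean plus 3 SD, computed separately per campaign, cut at about 16% in these data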;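 note: 0% = DMSO wells and 100% = 60 µM geldanamycin wells; inhibitors lower the luminescence because luciferase stays unfolded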
IEC-6 tox – cytotoxicity in IEC-6 intestinal epithelial cells, primary screen, cytotoxicity control for KLF5 inhibitor project, cell-based, luminescence; inhibition, % at 5 µM; 0.78% of 290,000 active; AID 1825, 2009; IEC-6 cytotoxicity, luminescence viability; in the data active = inhibition above about 22%;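 note: 0% = plate median of test compound wells and 100% = cytotoxic reference compound wells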
DYRK1A inh – rat Dyrk1A kinase inhibitors, primary screen, biochemical, single point, plate reader. Dual specificity tyrosine-phosphorylation-regulated kinase 1A (Rattus norvegicus), Q63470. ADP-Glo luminescence, NFATc1 peptide. inhibition, % at 12.5 µM. 0.43% of 310,000 active. AID 504441, 2011; in the data active = inhibition above about 50%;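 note: plate controls were vehicle with enzyme for no effect and no enzyme for full effect; many of its hits are not listed in these tables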
Active calls of the source: *; ? = inconclusive; · = not tested or not shown. The list is partial; count on the stated rates, not on these rows.

SMILES,DYRK1A inh,HSF1 inhib,HSF-1 act,IEC-6 tox,HSP90 inh,Platelet DG rel,KLF5 inhibitor,GSK3beta inhib,aSyn UTR inh,GSK3A inh
O=C(NCC1CCCO1)c1ccccc1OCc1ccc(Cl)cc1 (centres undefined),·,5,12,·,·,-2,·,2,25,1
CCOc1ccc(/C=N/NC2=NCCCCC2)cc1,-3,-9,6,2,1,-4,-14,-2,-48,-4
Clc1ncc(Cn2cccn2)s1,-7,-5,-1,-1,-3,3,-9,2,7,0
CCC(C)N(C(=O)COc1ccc(-c2nnco2)cc1)C1CCS(=O)(=O)C1 (centres undefined),-7,-8,-14,·,·,8,·,-3,8,-2
O=C(NC12CC3CC(CC(C3)C1)C2)C1=COCCO1,1,-7,-5,-1,2,19,-24,-4,14,-2
CN(C)/C=C1/C(=O)Nc2ccccc21,-4,-2,27,-1,2,-9,-14,0,-4,-1
COCCN(C(=O)CSc1n[nH]c(-c2ccc(OC)cc2)n1)c1c(N)n(Cc2ccccc2)c(=O)[nH]c1=O,-5,0,7,·,·,-1,·,3,7,-1
CC1(OC(=O)CCc2ccccc2)C(=O)C=C2C=C(c3ccc(C#N)cc3)N(C3CCCC3)C=C2C1=O (centres undefined),·,-2,6,·,·,-4,·,0,13,2
CC(C)(C)NC(=O)C(c1ccco1)N(C(=O)Cn1nnc(-c2ccc(F)cc2)n1)c1ccccc1 (centres undefined),·,·,·,-1,2,·,8,·,·,5
COCCNC(=O)c1ccc(N2CC3CC(C2)c2cccc(=O)n2C3)c(NC(=O)c2c(F)cccc2F)c1 (centres undefined),-2,4,-8,9,1,2,-10,-3,22,-2
CC1CC(C)(C)NC(=S)N1CCC(=O)N1CCc2ccccc21 (centres undefined),-9,3,-2,4,0,8,1,2,-22,-2
NS(=O)(=O)c1ccc(CCNC(=O)Cn2c(=O)c3cccn3c3cccnc32)cc1,-6,-4,3,7,0,0,13,2,5,-1
CCCCCN(C(=O)CCC(=O)OCC(=O)N(C)c1ccccc1)c1c(N)n(CCCC)c(=O)[nH]c1=O,-4,5,6,·,·,·,·,-4,10,-3
O=C(Cn1cc(S(=O)(=O)Cc2ccccc2)c2ccccc21)Nc1ccccc1,0,4,2,6,3,-6,-17,0,-23,·
O=C(N/N=C/c1ccc(Cl)cc1Cl)C(=O)NC1CC1,0,0,5,-3,1,14,-33,0,-28,-1
COc1ccccc1CC(=O)Nc1cc(C)ccn1,12,4,-3,-4,-2,3,-10,-4,-61,-1
Cc1cc(C)cc(NC(=O)c2ccc3c(c2)CCN3S(C)(=O)=O)c1,1,-1,15,-4,-4,3,-39,-1,-30,0
COc1ccc(Nc2c(-c3ccc(OC)cc3)nc3cnccn23)cc1,6,-13,-22,-3,-7,0,-45,-1,11,-1
CCOc1ccc(C(=S)NC2CCCCC2)cc1,6,5,29,-2,-4,-4,-13,3,-100,2
O=C(Cn1nnc(-c2ccc(F)cc2)n1)OCC(=O)c1ccccc1,-3,-2,-3,-5,-1,-4,-9,0,-37,-5
COCCN1C(=O)N[C@H](c2cccc(C(F)(F)F)c2)C(C(=O)OC)=C1C,·,3,8,1,3,3,-6,0,15,0
COc1ccccc1NS(=O)(=O)c1cc(NC(=O)C(C)(C)C)ccc1N1CCOCC1,8,-5,-13,·,·,·,·,3,-14,-1
CC(C)(C)c1ccc(-c2nnc(NC(=O)c3ccccc3)s2)cc1,1,14,33,2,-1,8,-18,0,-163,-1
O=C(N=C1N=C2C=CC=CN2Cc2ccccc21)c1ccc(S(=O)(=O)N2CCOCC2)cc1,-1,·,·,-1,-3,3,-69,5,-143,-2
COc1ccccc1COCC(O)CNCCc1ccc(C(F)(F)F)cc1 (centres undefined),-1,-2,-10,2,0,18,-10,0,-2,1
Cc1ccc(C(=O)C2OC(=O)C(C)(C)C(=O)C2(C)C)cc1 (centres undefined),-6,-3,-5,-1,1,-9,-21,3,-8,0
COc1ccc(CCNC(=O)c2ccnc(C(C)(C)C)c2)cc1OC,4,-5,-2,·,·,-2,·,-4,11,-6
O=C(O)CC(Cc1ccc(Cl)cc1)C(=O)NCC12CC3CC(CC(C3)C1)C2 (centres undefined),4,-1,-12,5,0,-2,-35,1,2,-3
COC(=O)C(CCSC)NC(=O)CNS(=O)(=O)c1ccc(Cl)cc1 (centres undefined),1,-5,9,-2,1,-3,-18,1,2,0
CCOc1ccc(Cc2nnc(SCC(N)=O)n2C)cc1,-5,0,1,-5,3,-9,-13,1,-9,·

Arranged by number of heavy atoms (lowest first): some entries from above
SMILES,DYRK1A inh,HSF1 inhib,HSF-1 act,IEC-6 tox,HSP90 inh,Platelet DG rel,KLF5 inhibitor,GSK3beta inhib,aSyn UTR inh,GSK3A inh
CCOc1ccc(Cc2nnc(SCC(N)=O)n2C)cc1,-5,0,1,-5,3,-9,-13,1,-9,·
COC(=O)C(CCSC)NC(=O)CNS(=O)(=O)c1ccc(Cl)cc1 (centres undefined),1,-5,9,-2,1,-3,-18,1,2,0
COCCN1C(=O)N[C@H](c2cccc(C(F)(F)F)c2)C(C(=O)OC)=C1C,·,3,8,1,3,3,-6,0,15,0
COc1ccccc1COCC(O)CNCCc1ccc(C(F)(F)F)cc1 (centres undefined),-1,-2,-10,2,0,18,-10,0,-2,1
COc1ccccc1NS(=O)(=O)c1cc(NC(=O)C(C)(C)C)ccc1N1CCOCC1,8,-5,-13,·,·,·,·,3,-14,-1

Going on with the list.
SMILES,DYRK1A inh,HSF1 inhib,HSF-1 act,IEC-6 tox,HSP90 inh,Platelet DG rel,KLF5 inhibitor,GSK3beta inhib,aSyn UTR inh,GSK3A inh
Cc1ccsc1C(C(=O)NCc1ccccc1)N(C(=O)c1csnn1)c1ccccc1 (centres undefined),1,-4,-9,6,8,0,10,-2,33,-1
CN(Cc1ccccc1OCCO)CC1CCCN(CCc2ccc(Cl)cc2)C1 (centres undefined),·,-7,10,6,-1,-2,-18,1,-4,0
CCOc1ccc(CCNC(=O)C2CCN(S(=O)(=O)N3CC(C)CC(C)C3)CC2)cc1OCC (centres undefined),-3,10,3,-14,-3,-4,-22,-1,19,3
O=c1cc(NCc2ccco2)c2ccccc2o1,37,-5,2,4,7,32,-40,2,-6,1
Cc1ccc(C)c(NC(=O)CSc2n[nH]c(-c3ccncc3)n2)c1,1,6,10,-2,3,7,-16,0,-5,-2
Cc1cc(Cl)ccc1Oc1nc(-c2ccccc2)ncc1S(C)(=O)=O,-2,10,6,1,0,-5,-8,-1,28,9
O=C(O)CSCCc1ccccn1,3,-8,11,-2,-1,-12,-10,1,4,-1
COc1cc(NC(=O)CN2C(=O)C(c3ccccc3)=NC23CCCCCC3)cc(OC)c1,5,-5,-17,11,-3,?,-23,4,-16,-2
S=c1[nH]cc(-c2ccccc2)[nH]1,2,0,5,-1,2,12,-25,2,-33,-2
Fc1ccc(NC(=S)NC2CC3CCCC(C2)N3Cc2cccs2)cc1 (centres undefined),-1,0,8,8,2,-11,-10,-1,-46,-3
CC(C(=O)Nc1nccs1)N1C(=O)C2CC=CCC2C1=O (centres undefined),-1,4,12,-8,-2,·,2,-1,12,-1
O=S(=O)(Nc1ccc(O)c(Sc2nc3ccccc3s2)c1)c1cccc2ccccc12,-7,-9,9,7,3,-1,-15,-3,22,-3
Cc1cc(C)c(O)c(-c2cc(C(=O)NCCc3ccc(S(N)(=O)=O)cc3)[nH]n2)c1,-3,1,2,2,4,2,-6,-3,19,0
COC(=O)c1c(NC(=O)COC(=O)CNC(=O)c2ccco2)sc(C)c1C,4,-2,3,0,-3,7,-20,1,11,-2
CSc1ncccc1C(=O)N1CCCC(C(=O)c2ccc3ccccc3c2)C1 (centres undefined),-4,16,37,-1,4,0,-1,-3,-1,·
COc1cccc(C(=O)N=c2sc3c(C)ccc(OC)c3n2C)c1,1,17,43,·,·,16,·,-3,-209,-3
CCOC(=O)N1CCN(C(=O)c2cc3c(s2)-c2ccc(Cl)cc2S(=O)(=O)C3)CC1,0,6,25,-5,2,2,-12,-1,12,-1
COC(=O)c1c(NC(=O)CN2C(=O)NC3(CCC(C(C)(C)C)CC3)C2=O)sc2c1CCCCC2 (centres undefined),1,·,·,-3,-1,-2,-16,2,26,-6
CN(C(=O)c1cc(COc2ccc(F)cc2Cl)on1)C1CCCc2ccccc21 (centres undefined),-2,5,21,-4,-1,6,-19,3,-32,-2
Cc1ccc(C(=O)Nc2ccncc2)cc1S(=O)(=O)N1CCOCC1,5,-27,-45,-1,-3,1,-7,0,1,0
CCc1c(C)nc2ncnn2c1N1CCCC(C(=O)NCCc2ccc(OC)cc2)C1 (centres undefined),1,1,-5,4,3,1,6,0,-15,2
COc1ccc([N+](=O)[O-])cc1N1C(=O)c2cccnc2C1=O,0,-5,12,-2,-2,14,1,-1,0,-2
Nc1c(C(=O)Nc2ccc3c(c2)OCCO3)nnn1Cc1ccc(Br)cc1,-6,30,56*,·,·,-4,·,-3,-220,-2
Fc1ccc2nc(Nc3nc4cc5c(cc4s3)OCO5)sc2c1,-2,29,36,0,-8,3,-3,-13,-232,-1
CC(=O)Nc1ccc(S(=O)(=O)NCCc2c[nH]c3ccc(C)cc23)cc1,-4,-4,2,1,-5,-2,-53,0,7,-3
O=c1[nH]c(SCc2cccc(Cl)c2)nc2[nH]ncc12,·,11,-5,-3,-3,8,-2,1,16,2
CCn1c(SCC(=O)NCCOC)nc2sc3c(c2c1=O)CCCC3,-3,-7,19,-1,-3,-6,-1,-1,-4,-4
CCCC(=O)NC(Nc1cccc(C(F)(F)F)c1)C(Cl)(Cl)Cl (centres undefined),4,6,9,12,8,-3,34,-2,9,5
